Bioassay records from PubChem BioAssay.
Tau fluor cs – counter-screen for tau fibril formation inhibitors | tau K18 P301L (four-repeat tau fragment) Alexa594 fluorescence, heparin fibrillization | Potency, µM (doses to about 57.7 µM), for the others: top-dose activity change, negative = decrease | actives 0.93% (n = 280,000) | AID 1463; note: % is set by controls: 0 for no effect and ±100 for the full control effect; nearly all actives have a fitted effect of over 55% in size
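Human K18 P301L tau (15 uM unlabeled plus 0.24 uM Alexa 594-labeled, final) in 100 mM sodium acetate pH 7 was mixed with compound and 20 uM heparin and incubated 6 hr at 37 C.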
GLA spleen mod – inhibits or activates alpha-galactosidase in human spleen homogenate; actives 0.008% (n = 240,000); human spleen homogenate, 4MU-alpha-Gal fluorescence, 40 min; Potency, µM (doses to about 80 µM), inactives show at the highest dose activity change, negative = inhibition, hits mostly inhibitors; P06280;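 note: 0% = enzyme with vehicle and -100% = no enzyme basal signal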
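qHTS titration in buffer at pH 5.0. Alpha-galactosidase activity in spleen homogenate was measured via 4-methylumbelliferone release from 1 mM fluorogenic substrate after 40 min at 37C and a pH 10 stop. AC50 came from Hill fits of control-normalized data.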
Epigenetic derep – derepresses silenced GFP reporter in murine cells. actives 0.2% (n = 280,000). Potency, µM (series often up to 53.9 µM), for the others: at the top dose GFP activation, most hits filed as activators. AID 1865. murine LDR cells, GFP reporter derepression, 30 h; note: % of control where 0% means no effect; nearly all actives have a fitted effect of over 60% in size
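Derepression of a silenced CMV-GFP reporter in murine LDR cells is scored by enumerating GFP-positive cells with a laser-scanning microplate cytometer after 30 hours of treatment at 37 C.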
ALDH1A1 inh – ALDH1A1 (human) enzyme inhibition; Purified ALDH1A1, NADH fluorescence, propionaldehyde substrate; Potency, µM (highest dose often 75.3 µM), for the others: at the top dose activity, negative = inhibition, usual class: inhibitors; actives 7.3% (n = 220,000); active = well fitted inhibition curve with a large enough effect, not every such curve was filed as active; inconclusive = small, poorly fitted or top-dose-only effect, or another doubt; inactive = no such curve, though single readings can be large or run the other way;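 note: plate controls were no enzyme wells and a reference inhibitor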
Target sequence (P00352 whole entry, looked up): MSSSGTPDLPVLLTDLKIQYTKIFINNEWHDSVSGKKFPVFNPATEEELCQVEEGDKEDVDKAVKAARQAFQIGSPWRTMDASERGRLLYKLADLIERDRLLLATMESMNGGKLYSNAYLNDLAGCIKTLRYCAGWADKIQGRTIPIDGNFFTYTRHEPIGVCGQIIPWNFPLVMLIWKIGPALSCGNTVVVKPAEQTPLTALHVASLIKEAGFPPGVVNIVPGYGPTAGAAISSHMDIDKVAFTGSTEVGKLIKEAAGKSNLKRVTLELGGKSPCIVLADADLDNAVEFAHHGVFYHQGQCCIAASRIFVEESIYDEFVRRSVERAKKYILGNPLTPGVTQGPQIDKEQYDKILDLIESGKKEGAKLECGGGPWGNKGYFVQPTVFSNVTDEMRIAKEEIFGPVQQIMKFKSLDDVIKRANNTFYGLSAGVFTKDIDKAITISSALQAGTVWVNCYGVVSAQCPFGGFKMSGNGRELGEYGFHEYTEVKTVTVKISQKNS
aGlu spleen mod – lysosomal alpha-glucosidase (human) modulation; AID 2112; P10253; human spleen homogenate, 4-MU-alpha-glucoside fluorescence; Potency, µM (series often up to 79.9 µM), for the others: at the highest dose activity change, negative = inhibition, hits mostly inhibitors; actives 0.006% (n = 240,000);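 note: 0% = enzyme with vehicle and -100% = no enzyme basal signal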
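Compounds were titrated against alpha-glucosidase in spleen homogenate at pH 5.0, with 1 mM 4-methylumbelliferyl substrate for 40 min at 37 C. Reactions were quenched with pH 10 NaOH/glycine and fluorescence measured.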
NPSR antag – antagonists of human neuropeptide S receptor cAMP signaling; CHO-NPSR cells, cAMP TR-FRET, antagonist mode; Potency, µM (doses to about 38.3 µM), inactives show at the top dose activity change, negative = inhibition, usual class: inhibitors; actives 1% (n = 220,000); note: % is set by controls: 0 for no effect and ±100 for the full control effect; nearly all actives have a fitted effect of over 50% in size; many of its hits are not listed in these tables
Target sequence (Q6W5P4 whole entry, looked up): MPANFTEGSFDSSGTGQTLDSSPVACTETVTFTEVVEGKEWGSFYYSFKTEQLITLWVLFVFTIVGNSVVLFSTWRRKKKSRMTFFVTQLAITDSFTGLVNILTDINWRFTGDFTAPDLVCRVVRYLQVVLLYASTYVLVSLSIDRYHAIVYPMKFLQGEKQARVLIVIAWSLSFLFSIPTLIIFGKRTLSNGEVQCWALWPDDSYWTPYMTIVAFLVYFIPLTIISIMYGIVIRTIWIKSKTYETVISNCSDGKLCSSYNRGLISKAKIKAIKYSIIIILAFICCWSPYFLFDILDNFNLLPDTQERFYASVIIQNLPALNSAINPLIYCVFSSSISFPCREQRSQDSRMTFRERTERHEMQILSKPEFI
GAA glycogen – alters human alpha-glucosidase cleavage of glycogen; P10253; recombinant GAA, glycogen substrate, Amplex Red glucose oxidase fluorescence; Potency, µM (titrated, usually from 76.4 µM), for the others: top-dose activity change, negative = inhibition, hits mostly inhibitors; actives 0.38% (n = 300,000); AID 2100;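 note: 0% = full enzyme reaction and -100% = no-enzyme basal signal; the screen sought inhibitors and activators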
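Recombinant human alpha-glucosidase (4 nM final) hydrolysed bovine liver glycogen (30 ug) for 40 min at 37 C in pH 5.0 citrate/phosphate with 0.01% Tween-20. Released glucose detected by glucose oxidase/Amplex Red, Ex 573/Em 610 nm. Compounds up to 77 uM; AC50 from Hill fits.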
GAA inh – alpha-glucosidase (human) inhibition | Potency, µM (highest dose often 76.9 µM), for the others: top-dose activity change, negative = inhibition, usual class: inhibitors | actives 0.005% (n = 200,000) | P10253 | purified human GAA, 4-MU-alpha-glucoside fluorescence;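 note: plate controls were uninhibited enzyme wells for no effect and no-enzyme background for full effect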
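Endpoint fluorogenic read: 20 min room-temperature reaction of 4 nM human alpha-glucosidase with 400 uM 4-methylumbelliferyl-alpha-D-pyranoside, pH 5.0, quenched with 1M NaOH/1M glycine pH 10. AC50 from Hill modeling.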
* hit, by the source's call; ? = inconclusive; · = not tested or not shown; [ ] = another dose, or the depositor's remark. Unless noted, calls come from the whole dose curve; as a rule, active = well fitted curve in the direction sought with a large enough effect; inconclusive = small, poorly fitted or top-dose-only effect, or another doubt; inactive = no such curve, though single readings can be large; an effect the other way counts as inactive or inconclusive. Potency is the fitted concentration of half-maximal effect.

SMILES	Tau fluor cs	GLA spleen mod	Epigenetic derep	ALDH1A1 inh	aGlu spleen mod	NPSR antag	GAA glycogen	GAA inh
N#CC(c1ccc(Cl)cc1)c1ccc2c(C(F)(F)F)cc(C(F)(F)F)nc2n1 (configuration not stated)	?	-6%	-6.1%	1%	-7%	6.3µM*	-20%	9%
Cc1cc(NC(=S)N(Cc2ccc(Cl)cc2)Cc2ccc(C(=O)O)cc2)ccc1Cl	-11%	-3%	-1.8%	-5%	8%	-52%	-13%	9%
Cc1ccc2[nH]c(=O)c(CN(Cc3ccc4c(c3)OCO4)Cc3nnnn3C3CCCC3)cc2c1	-7%	-13%	-0.7%	20µM*	-5%	13µM*	5%	-7%
O=C(NCCOc1nc(N2CCOCC2)nc(N2CCOCC2)n1)Nc1ccc(Cl)cc1	-14%	-5%	0.7%	0%	0%	-9%[46.1 µM]	5%	-5%
COC(=O)C1=C(N)Oc2cc(C)n(CCCn3ccnc3)c(=O)c2C1c1ccc(Cl)cc1 (configuration not stated)	-4%	-2%	1.1%	3%	-1%	-11%[46.1 µM]	-6%	0%
CC(C)(C)C(=O)Nc1cccc(OC(F)(F)C(F)Cl)c1 (configuration not stated)	-10%	0%	-1.3%	13%	-19%	24%	1%	-5%[15.4 µM]
Cc1cc([N+](=O)[O-])nn1CC(=O)Nc1nccs1	3%	3%	0.0%	-1%	-4%	8%	9%	12%
COC(=O)c1[nH]c2ccccc2c1NC(=O)CN1CCCc2ccccc21	?	-2%	0.8%	?	-4%	?	-6%	-1%
Cc1ccc(N2C(=O)CC(Sc3cccs3)C2=O)cc1 (configuration not stated)	-12%	3%	1.1%	2.2µM*	2%	-33%	-17%	-5%
CCc1cc2c(=O)n(N)c(CCC(=O)O)nc2s1	-3%	-7%	0.0%	6%	0%	-3%[46.1 µM]	4%	-6%
CCc1cc2ccc(C)cc2nc1SCC(=O)NNC(=O)c1ccco1	-1%	2%	0.0%	4µM*	-5%	-5%	6%	6%
O=C(CN1CCN(C(=O)c2cccs2)CC1)Nc1ccc(Br)cc1	-2%	-7%	0.9%	?	-6%	-9%[46.1 µM]	-8%	0%
Cc1cc(C)c(C2C(C#N)=C(N)Oc3n[nH]c(C)c32)cc1CN1CCOCC1 (configuration not stated)	-12%	12%	-4.1%	3%	11%	-7%[46.1 µM]	-11%	-9%
CCOC(=O)CSc1nc2sc3c(c2c(=O)[nH]1)CC(C)(CC)OC3 (configuration not stated)	-12%	3%	0.0%	?	6%	-14%[46.1 µM]	15%	-4%
C=CCNC(=O)c1onc(CSc2ccccn2)c1C(=O)NCC=C	0%	-13%	-1.1%	·	11%	11%	6%	·
C=CCNC(=O)/C(C#N)=C/c1c(N(Cc2ccccc2)Cc2ccccc2)nc2ccccn2c1=O	-18%	-2%	?	7.1µM*	-3%	?	-12%	-10%
Cc1cc(C)nc(N2CCC(C(=O)NCCc3ccc(F)cc3)CC2)n1	-3%	4%	0.0%	-10%	2%	-12%[46.1 µM]	13%	6%
CCOc1ccccc1C1C(C#N)=C(N)Nc2onc(-c3ccccc3)c21 (configuration not stated)	-23%	-4%	-0.9%	-3%	-6%	?	-22%	-13%
COC(=O)Nc1sccc1C(=O)Nc1sccc1C(=O)OC	-23%	4%	?	1%	0%	6%[46.1 µM]	-10%	-23%
COc1cc(NC(=O)c2cc(C(C)C)on2)c(OC)cc1Cl	-22%	0%	-0.9%	7.9µM*	-5%	?	-5%	-7%

Filtered by structure, the entries above with a COOH group.
SMILES	Tau fluor cs	GLA spleen mod	Epigenetic derep	ALDH1A1 inh	aGlu spleen mod	NPSR antag	GAA glycogen	GAA inh
Cc1cc(NC(=S)N(Cc2ccc(Cl)cc2)Cc2ccc(C(=O)O)cc2)ccc1Cl	-11%	-3%	-1.8%	-5%	8%	-52%	-13%	9%
CCc1cc2c(=O)n(N)c(CCC(=O)O)nc2s1	-3%	-7%	0.0%	6%	0%	-3%[46.1 µM]	4%	-6%

Remaining list, next part.
SMILES	Tau fluor cs	GLA spleen mod	Epigenetic derep	ALDH1A1 inh	aGlu spleen mod	NPSR antag	GAA glycogen	GAA inh
Cc1ccc(-c2cnc(-c3ccncc3)o2)cc1	-16%	17%	0.0%	?	10%	-6%[46.1 µM]	-3%	?
Cc1cccc(C)c1OCC(=O)N=Nc1c(O)[nH]c2ccc(Br)cc12	?	-12%	8.3%	-13%	-5%	-15%[46.1 µM]	0%	-5%
O=C1CCCC(O)=C1N=Nc1cccc(S(=O)(=O)N2CCOCC2)c1	6%	-3%	17%	·	0%	9%	4%	·
NNc1nc(-c2ccccc2)cc(-c2ccccc2O)n1	?	-8%	-0.4%	6%	-6%	?	11µM*	2%
O=c1oc2cc(O)ccc2cc1-c1nc2c(s1)CCc1ccccc1-2	11µM*[quencher]	9%	?	?	9%	-6%	9%	6%
Cc1nc(NC(=O)c2ccccc2)sc1-c1csc(Nc2ccc(F)cc2)n1	14µM*[quencher]	-12%	0.1%	?	-18%	-22%[46.1 µM]	?	3%
O=C(N/C(=C/c1cccc([N+](=O)[O-])c1)C(=O)N1CCCCC1)c1cccs1	-17%	-6%	1.9%	?	-7%	45%	2%	-4%
COC(OC)c1ccnc(-c2ccc(OC(=O)c3ccc(F)cc3)cc2)n1	-12%	3%	2.1%	6%	·	1%	-16%	-10%
CCN1CCN(c2oc(-c3ccco3)nc2C#N)CC1	0%[0.0958 µM]	7%	10%	·	1%	11%	6%	·
CCOc1ccc(/C=N/NC(=S)NC2CC3CCC2C3)cc1 (configuration not stated)	-12%	10%	-1.6%	?	3%	60%	-24%	-9%
CC(C)c1ccc(OCC(O)Cn2cnc3ccccc32)cc1 (configuration not stated)	-13%	2%	-4.0%	-1%	-1%	-7%[46.1 µM]	0%	?
Cc1no[n+]([O-])c1COc1ccc(/C=C(\C#N)C(N)=O)cc1	1%	2%	1.1%	10µM*	1%	6%	-3%	-3%
COc1ccc(NC(=O)c2ccc3c(=O)n(-c4ccc(OC)cc4OC)c(=S)[nH]c3c2)c(OC)c1	?	-2%	2.2%	?	-23%	-39%	-13%	-8%
O=C(Nc1cccc(C(=O)O)c1)/C(=C\c1ccccc1)NC(=O)c1ccccc1Cl	-16%	8%	0.0%	-15%	-6%	0%[46.1 µM]	1%	-5%
COc1c(Cl)cc(C(=O)Nc2ccccc2C(=O)O)cc1Cl	-7%	-3%	-0.9%	13µM*	-16%	5%[46.1 µM]	8%	-2%
CC1CCC(N(CCCN)Cc2ccco2)CC1C (configuration not stated)	3%	-4%	-0.2%	9%	4%	-7%	-11%	1%
Cc1cccc(NC(=O)c2ccccc2[N+](=O)[O-])n1	-5%	-5%	1.3%	8%	-2%	4%[46.1 µM]	8%	-4%
COc1ccc(-c2ccc(F)cc2)cc1[C@H]1[C@H]2C=CC[C@@H](C)[C@@H]2C(=O)N1Cc1ccccc1	12%	11%	3.2%	·	7%	?	-4%	·
O=C(c1ccc(OC2CCN(Cc3ccccn3)CC2)cc1)N1CCCC(O)C1 (configuration not stated)	-1%	-6%	-1.9%	7%	-5%	-17%	8%	2%
COC(=O)c1ccc(NC(=O)C23CCC(C)(C(=O)O2)C3(C)C)cc1 (configuration not stated)	-8%	-8%	-2.5%	6%	-6%	4%[46.1 µM]	6%	7%
O=C(Cn1cccc1C(=O)c1ccccc1)NCCN1CCCCCC1	-4%	-6%	0.8%	4%	-3%	-9%[46.1 µM]	14%	4%
COc1ccc(CCNC(=O)c2c(O)c3c([nH]c2=O)CCCC3)cc1	-11%	7%	11%	?	-2%	-27%[46.1 µM]	-14%	0%[15.4 µM]
O=C(c1sc2cc(F)ccc2c1Cl)N1CCN(c2ccccc2)CC1	-20%	-1%	-3.2%	?	-1%	-26%	1%	-1%
COc1ccc(C(=O)NCc2nnc(SCC(=O)Nc3nc4ccccc4s3)o2)cc1OC	4%	-10%	0.0%	3%	-8%	6%	0%	7%
CCC(=O)Nc1nnc(SCCOC)s1	-12%	8%	-0.9%	1%	-1%	-11%[46.1 µM]	-13%	-3%
CCOc1cc(C(=O)Nc2ccon2)cc(OCC)c1OCC	1%	-2%	-4.5%	-9%	-5%	-6%[46.1 µM]	-5%	-2%
Nc1nnc(CC(=O)N/N=C/c2cccc([N+](=O)[O-])c2)s1	-2%	-7%	-1.4%	-7%	4%	-15%[46.1 µM]	-3%	10%
CN1/C(=C\C(=O)C(F)F)C(C)(C)c2ccccc21	6%	4%	0.0%	?	0%	-8%[46.1 µM]	5%	-9%
CC(C)=CCC(C)(C)/C=N/NC(N)=O	16%	-18%	-1.1%	·	12%	19%	3%	0%[15.4 µM]
CCCCn1c2nc3ccccc3nc2c2c(=O)n(CCC(C)C)cnc21	-6%	6%	-0.2%	?	3%	-17%[46.1 µM]	4%	-1%

Filtered by structure, the compounds so far with a Cl atom (nine)
SMILES	Tau fluor cs	GLA spleen mod	Epigenetic derep	ALDH1A1 inh	aGlu spleen mod	NPSR antag	GAA glycogen	GAA inh
N#CC(c1ccc(Cl)cc1)c1ccc2c(C(F)(F)F)cc(C(F)(F)F)nc2n1 (configuration not stated)	?	-6%	-6.1%	1%	-7%	6.3µM*	-20%	9%
Cc1cc(NC(=S)N(Cc2ccc(Cl)cc2)Cc2ccc(C(=O)O)cc2)ccc1Cl	-11%	-3%	-1.8%	-5%	8%	-52%	-13%	9%
O=C(NCCOc1nc(N2CCOCC2)nc(N2CCOCC2)n1)Nc1ccc(Cl)cc1	-14%	-5%	0.7%	0%	0%	-9%[46.1 µM]	5%	-5%
COC(=O)C1=C(N)Oc2cc(C)n(CCCn3ccnc3)c(=O)c2C1c1ccc(Cl)cc1 (configuration not stated)	-4%	-2%	1.1%	3%	-1%	-11%[46.1 µM]	-6%	0%
CC(C)(C)C(=O)Nc1cccc(OC(F)(F)C(F)Cl)c1 (configuration not stated)	-10%	0%	-1.3%	13%	-19%	24%	1%	-5%[15.4 µM]
COc1cc(NC(=O)c2cc(C(C)C)on2)c(OC)cc1Cl	-22%	0%	-0.9%	7.9µM*	-5%	?	-5%	-7%
O=C(Nc1cccc(C(=O)O)c1)/C(=C\c1ccccc1)NC(=O)c1ccccc1Cl	-16%	8%	0.0%	-15%	-6%	0%[46.1 µM]	1%	-5%
COc1c(Cl)cc(C(=O)Nc2ccccc2C(=O)O)cc1Cl	-7%	-3%	-0.9%	13µM*	-16%	5%[46.1 µM]	8%	-2%
O=C(c1sc2cc(F)ccc2c1Cl)N1CCN(c2ccccc2)CC1	-20%	-1%	-3.2%	?	-1%	-26%	1%	-1%

The list is partial; rates above refer to the full screens.
